HCMV antiviral: human cytomegalovirus inhibition. activity change, negative = inhibition, % at 57.5 µM. 410,000 compounds, 4.5% hits. HFF cells, HCMV-luciferase reporter, 72 h; active compounds read low; in the data active = activity change below about -60%; inconclusive = no clear call, values can overlap the other calls; inactive = above about -39%
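Cell-based, HFFs, 1000 cells/well, 16 h 37C; cpds in DMSO + HCMV-luc, MOI 1 PFU/cell; 72 h 37C; OneGlo luminescence after 5 min RT; norm. to buffer vs Salinomycin 10uM.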
AMA1-RON2 inh: disrupts binding of P. falciparum AMA1 to RON2. AlphaScreen AMA1-biotinylated RON2 peptide binding. Potency, µM (doses to about 58.2 µM), for the others: at the top dose activity change, negative = inhibition, actives largely listed as inhibitors. 360,000 compounds, 0.2% hits. AID 720542;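 note: potency is the fitted concentration of half-maximal effect; 0% = vehicle wells and -100% = peptide control; nearly all actives have a fitted effect of over 45% in size; some results filed as inactive show a strong effect at the top dose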
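AMA1 (3D7) with his tag at 25 nM final met compounds first, then biotinylated RON2 peptide at 25 nM; detection used donor plus acceptor beads, 10 µg/mL apiece, read by AlphaScreen after 30 min at room temperature.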
Giardia FBPA inh: blocks Giardia fructose-bisphosphate aldolase activity | 290,000 compounds, 0.71% hits | A8B2U2 | Potency, µM (titrated, usually from 59.6 µM), without a hit: at the highest dose activity, negative = inhibition, hits mostly inhibitors | AID 2451 | purified Giardia FBPA; note: potency is the fitted concentration of half-maximal effect; nearly all actives have a fitted effect of over 55% in size
Target sequence (A8B2U2 whole entry, looked up): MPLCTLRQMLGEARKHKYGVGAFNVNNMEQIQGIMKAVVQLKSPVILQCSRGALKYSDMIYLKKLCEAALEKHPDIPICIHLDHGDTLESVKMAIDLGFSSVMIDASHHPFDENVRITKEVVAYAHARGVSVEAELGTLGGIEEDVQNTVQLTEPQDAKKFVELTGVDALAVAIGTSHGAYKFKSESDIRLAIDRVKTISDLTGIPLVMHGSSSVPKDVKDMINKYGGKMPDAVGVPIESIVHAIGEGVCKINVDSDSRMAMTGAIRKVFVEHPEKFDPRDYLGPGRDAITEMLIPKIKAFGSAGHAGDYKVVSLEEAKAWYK
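40 nM FBPA preincubated 10 min at RT with compound (up to 57.5 uM final), then substrate plus GAPDH/TPI/NAD/arsenate coupling and diaphorase/resazurin added. Fluorescence read after 20 min at RT, 525/598 nm.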
Sm TGR block: S. mansoni TGR enzyme inhibition; Q962Y6; 360,000 compounds, 3% hits; purified TGR, DTNB reduction, TNB absorbance 405 nm; AID 485364; Potency, µM (titrated, usually from 114 µM), without a hit: top-dose activity change, negative = inhibition, usual class: inhibitors; note: potency is the fitted concentration of half-maximal effect; nearly all actives have a fitted effect of over 60% in size
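TGR 20 nM + NADPH 100 uM (dispensed conc.), cpd preinc 15 min RT; start with NADPH (500 uM addition) then DTNB (15 mM addition). Kinetic TNB absorbance, 405 nm filter. Four-parameter Hill fit across titration.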
AmpC detergent: AmpC beta-lactamase inhibition with detergent present; AmpC hydrolysis of nitrocefin, absorbance 480 nm, 0.01% Triton; Potency, µM (series often up to 114 µM), for the others: top-dose activity change, negative = inhibition, usual class: inhibitors; 370,000 compounds, 0.041% hits;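 note: potency is the fitted concentration of half-maximal effect; 0% = no-compound wells and -100% = no-enzyme wells; nearly all actives have a fitted effect of over 25% in size; some results filed as inactive show a strong effect at the top dose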
Target sequence (P00811 whole entry, looked up): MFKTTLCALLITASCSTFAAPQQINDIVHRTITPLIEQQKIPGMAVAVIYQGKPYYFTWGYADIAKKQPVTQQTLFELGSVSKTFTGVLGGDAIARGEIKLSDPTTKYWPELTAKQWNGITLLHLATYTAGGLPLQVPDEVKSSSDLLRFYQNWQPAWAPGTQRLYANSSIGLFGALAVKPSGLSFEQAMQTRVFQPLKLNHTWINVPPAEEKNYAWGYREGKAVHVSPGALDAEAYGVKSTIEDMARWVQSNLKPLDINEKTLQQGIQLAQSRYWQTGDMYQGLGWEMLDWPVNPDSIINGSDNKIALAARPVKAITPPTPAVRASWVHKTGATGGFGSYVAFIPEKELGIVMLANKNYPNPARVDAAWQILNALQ
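AmpC (5.3 nM in the dispensed reagent) in 20 mM phosphate pH 7.0 with 0.01% (detergent screen) or 0.0001% Triton X-100 was preincubated with compounds for 15 min at room temperature. Nitrocefin was then added from an 800 uM solution, and hydrolysis was followed at 480 nm.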
AmpC inh no detg: blocks E. coli AmpC beta-lactamase in detergent-free assay | P00811 | AmpC nitrocefin hydrolysis, absorbance 480 nm, 0.0001% Triton | Potency, µM (titrated, usually from 57.1 µM), without a hit: at the highest dose activity change, negative = inhibition, hits mostly inhibitors | 330,000 compounds, 0.52% hits | AID 485341;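 note: potency is the fitted concentration of half-maximal effect; plate controls were no compound for no effect and no enzyme for full effect; nearly all actives have a fitted effect of over 20% in size; some results filed as inactive show a strong effect at the top dose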
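AmpC (5.3 nM in the dispensed reagent) in 20 mM phosphate pH 7.0 with 0.01% (detergent screen) or 0.0001% Triton X-100 was preincubated with compounds for 15 min at room temperature. Nitrocefin was then added from an 800 uM solution, and hydrolysis was followed at 480 nm.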
Active calls of the source: *; ? = inconclusive; . = no result given; & = joins results of further samples; [ ] = dose if it differs, or a comment. Unless noted, calls come from the whole dose curve; as a rule, active = well fitted curve in the direction sought with a large enough effect; inconclusive = small, poorly fitted or top-dose-only effect, or another doubt; inactive = no such curve, though single readings can be large; an effect the other way counts as inactive or inconclusive. Unless noted, % is set by controls: 0 for no effect and ±100 for the full control effect. The order is random, and some 7.8% of all compounds hit somewhere here.

The line under a structure holds: HCMV antiviral	AMA1-RON2 inh	Giardia FBPA inh	AmpC detergent	AmpC inh no detg	Sm TGR block
CCC(=O)N1CCc2cc(Br)cc(S(=O)(=O)N3CCCC(C(=O)Nc4ccc(OC)c(Cl)c4)C3)c21 (stereo unspecified)
    -39.3	.	.	1.5%	.	-0.3%
COc1cccc(NCc2nnc(SCC(=O)NC3CCS(=O)(=O)C3)n2C2CCCCC2)c1 (stereo unspecified)
    -26.0	-19.0%	.	-9.4%	131.5%[activator]	-17.2%
CCc1ccc(S(=O)(=O)Nc2nnc(N)s2)cc1
    30.9	9.2%	-24.7%	?	-25.4%	4.3%
O=C(CN(C1CCCCC1)S(=O)(=O)c1ccccc1)NCc1ccco1
    21.6	-9.9%	0.1%	0.6%	-2.7%	0.0%
CC1=C(c2ccc(Cl)cc2)S(=O)(=O)NC1=NCc1ccc(C)cc1
    0.0	.	.	27.2%	.	1.6%
CC(C)n1nc(C(=O)NCc2ccc3c(c2)OCO3)c2ccccc2c1=O
    -25.4	1.4%	-0.3%	0.0%	20.9%	-6.8%
O=S(=O)(c1ccc(F)cc1)N1CCN(C(=S)NCc2ccccc2)CC1
    ?	36.2%[activator]	-2.0%	-3.4%	-47.9%	8.0%
COCc1ccc(CN2CCCC(CCC(=O)NCc3ccc(C)o3)C2)o1 (stereo unspecified)
    0.0	11.9%	0.5%	5.2%	27.5%	?
CCC(=Nc1cccc(C(F)(F)F)c1)c1c(O)n(C)c(=O)n(C)c1=O
    24.4	2.6%	-13.4%	-3.5%	-13.2%	4.6%
CCC1CCCCN1CCCNC(=O)CN1C(=O)COc2ccc(S(=O)(=O)N3CCOCC3)cc21 (stereo unspecified)
    -38.1	-1.5%	.	3.0%	-8.1%	-9.8%
CC(=O)N1c2ccccc2CC1C(=O)N1CCN(c2cccc(C)c2C)CC1 (stereo unspecified)
    7.5	.	.	9.3%	.	-2.3%
O=C(CCC(=O)N1CCN(S(=O)(=O)c2ccc(Cl)cc2)CC1)NCc1ccccc1
    -6.6	-11.2%	5.8%	?	92.7%[activator]	8.3%
COC(=O)c1c(N(S(C)(=O)=O)S(C)(=O)=O)sc2c1CCN(c1ncc(C(F)(F)F)cc1Cl)C2
    -8.3	?	-25.0%	-7.0%	68.3%[activator]	-10.4%
O=c1[nH]c(C2CCN(S(=O)(=O)c3ccc(C(F)(F)F)cc3)CC2)nc2c1nnn2Cc1ccccc1
    -28.5	-7.1%	16.1%	-21.2%	2.3%	-0.8%
O=C(CC1S/C(=N/N=C/c2cccs2)NC1=O)Nc1ccccc1F (stereo unspecified)
    -39.3	84.8%[activator]	1.8%	?	-38.8%	6.9%
O=C(c1cc2cc(Cl)ccc2[nH]1)N1CCN(c2ccc(F)cc2)CC1
    -13.8	23.2%	1.5%	-11.9%	-45.9%	0.7%
O=C(Cc1ccccc1[N+](=O)[O-])N1CCN(Cc2ccc3c(c2)OCO3)CC1
    ?	-0.5%	3.2%	0.6%	8.4%	5.3%
CCOC(=O)c1ccc(NC(=O)c2ccc3c(c2)c(C)c(C)n3Cc2ccc(F)cc2)cc1
    0.0	.	.	1.0%	.	13.1%
CCOC(=O)Cn1c(=O)oc2cc(S(=O)(=O)N3CCCC(C)C3)ccc21 (stereo unspecified)
    16.6&-23.7	14.0%	.	0.6%&8.5%	3.2%	-2.0%&2.6%
CCOC(=O)c1cc(C#N)c(Nc2ccc(C)cc2)nc1C(F)(F)F
    18.3	12.1%	1.2%	-0.8%	-8.8%	-7.4%
O=C(C1CCN(S(=O)(=O)c2cccc3nsnc23)CC1)N1CCN(c2ccccc2F)CC1
    -26.4	-18.5%	-5.5%	-5.9%	66.4%[activator]	-20.8%
CCC(C)NC(=O)CSc1nc2n[nH]c(C)c2c(=N)n1-c1ccc(C)c(Cl)c1 (stereo unspecified)
    -5.2	.	.	8.3%	.	-0.7%
CC(C)c1nc(NCCO)c(C#N)c2c1CCCC2
    -65.7*	-17.7%	6.7%	2.2%	15.0%	-2.4%
Cc1ccc(S(=O)(=O)N(C)C)cc1NC(=S)Nc1ccc2cn[nH]c2c1
    -66.9*	24.5%	-11.9%	-12.3%	-20.6%	17.8µM*
CCOC(=O)c1c(C2CC2)csc1NC(=O)COC(=O)c1cc(OC)c(OC)cc1[N+](=O)[O-]
    -33.8	-3.4%	4.9%	?	-22.1%	1.2%
CC(NC(=O)CNC(=O)c1cccc(Cl)c1)c1ccccc1 (stereo unspecified)
    -31.6	2.0%	13.9%	-6.3%	7.0%	-18.5%
S=C(NCCCN1CCOCC1)Nc1ccc(Nc2ccccc2)cc1
    -23.0	-16.3%	0.6%	?	-2.7%[2.29 µM]	-33.5%
CC(=O)c1ccc(NC(=O)NCc2ccc(F)cc2)cc1
    -35.5	68.3%[activator]	5.3%	-12.4%	1.6%[2.29 µM]	2.6%
N#C/C(=C\c1ccc(Sc2nc3ccccc3[nH]2)o1)c1ccccc1
    -96.0*	3.0%	-14.3%	?	-38.6%	-25.2%
OCCC1CN(Cc2ccc(-n3cccn3)cc2)CCN1Cc1ccccc1 (stereo unspecified)
    -3.2	0.7%	0.9%	2.9%	26.2%	-19.3%

Rewritten as tab-separated lines: entries from further up.
Compound	HCMV antiviral	AMA1-RON2 inh	Giardia FBPA inh	AmpC detergent	AmpC inh no detg	Sm TGR block
S=C(NCCCN1CCOCC1)Nc1ccc(Nc2ccccc2)cc1	-23.0	-16.3%	0.6%	?	-2.7%[2.29 µM]	-33.5%
N#C/C(=C\c1ccc(Sc2nc3ccccc3[nH]2)o1)c1ccccc1	-96.0*	3.0%	-14.3%	?	-38.6%	-25.2%

Going on with the list.
The line under a structure holds: HCMV antiviral	AMA1-RON2 inh	Giardia FBPA inh	AmpC detergent	AmpC inh no detg	Sm TGR block
O=C(COc1ccccc1)NCc1cccs1
    -19.9	-5.0%	3.6%	-5.8%	-6.5%	0.5%
O=C(Nc1ccccc1C(F)(F)F)C1CCN(C(=O)c2cccs2)CC1
    -27.3	-1.9%	5.5%	-7.0%	-0.2%	-0.2%
CCC(C(=O)NC1CCCCC1)n1c(SCc2cccc(F)c2)nc2ccncc21 (stereo unspecified)
    -32.9&-16.3	7.1%	6.8%	19.6%&-12.2%	3.9%	5.6%&-0.4%
CC(=N\NC(=O)c1cc(Br)ccc1O)/C(=N/O)C(=O)Nc1ccccc1
    0.0	54.8%[activator]	.	-0.9%	-39.6%	-3.5%
CCOC(=O)c1cc(C(O)(C(F)(F)F)C(F)(F)F)c(/N=C/N(C)C)o1
    .	7.7%	11.9%	-15.0%	30.7%	4.7%
Cc1ccc(C)c(NC(=O)C2CCCN(S(=O)(=O)c3c(C)nn(C)c3C)C2)c1 (stereo unspecified)
    -21.6	7.1%	9.7%	-11.0%	32.0%	-0.5%
CCOC(=O)c1cc(S(=O)(=O)N2CCCC2)cn1C
    -26.1	-1.1%	3.1%	0.2%	-8.2%	0.5%
CCOc1cc2[nH]c(=S)n(Cc3ccc(C(=O)NCCCOC)cc3)c(=O)c2cc1OCC
    4.9	68.2%[activator]	-0.6%	1.8%	-0.6%	35.2%
COc1ccc(-c2noc(N3CCCC(C(=O)Nc4ccc(C(C)=O)cc4)C3)n2)cc1 (stereo unspecified)
    49.6	9.6%	.	-0.2%	-10.8%	4.1%
O=C(c1ccc(CS(=O)c2cccc(Cl)c2)o1)N1CCOCC1 (stereo unspecified)
    31.8	-18.2%	.	-4.3%	-9.4%	0.0%
Cc1c(N(C(=O)CNC(=O)c2ccccc2)C2(C(=O)NC3CCCCC3)CCCCC2)c(=O)n(-c2ccccc2)n1C
    ?	9.6%	3.4%	-7.5%	34.4%	-3.0%
Cc1cc(S(=O)(=O)N2CCN(c3ccccc3O)CC2)c(C)s1
    -16.1	-3.7%	-1.9%	?	-19.4%	-21.2%
Cc1ccc(C(=O)N/C(=C\c2cccs2)C(=O)N2CCOCC2)cc1C
    11.4	-5.8%	.	1.6%	14.4%	-23.1%
COC(=O)C(C)Oc1ccc(Oc2nc(Cl)ccc2Cl)cc1 (stereo unspecified)
    -33.9	15.9%	-0.5%	2.4%	7.1%	16.4%
CC1(c2cc(C(F)(F)F)n3nc(C(=O)O)cc3n2)CC1
    -8.8	7.6%	8.3%	?	-21.8%	-0.8%
CC1CCC(NC(=O)CN(C)S(=O)(=O)c2cccc3cccnc23)CC1 (stereo unspecified)
    -31.8	6.9%	1.1%	8.8%	2.0%	?
CC(C)(C)OC(=O)N1CCC(c2c(C(=O)NC3CCCCC3)cnn2-c2cccc(Cl)c2)CC1
    -4.3	.	.	23.6%	.	0.1%
O=C(Nc1cnn(Cc2c(Cl)cccc2Cl)c1)c1ccc([N+](=O)[O-])cc1
    34.9	-7.7%	0.4%	-1.2%	-21.7%	-0.3%
CN(C)S(=O)(=O)c1ccc(NC(=O)C2CC(=O)N(Cc3ccccc3)C2)cc1 (stereo unspecified)
    -6.7	9.3%	-19.8%	0.5%	59.3%	1.3%
Nc1cc(C(=O)OCC(=O)NCc2ccco2)ccc1Cl
    -12.4	-8.8%	-0.6%	-8.2%	-17.3%	0.0%
CN(C(=O)COC(=O)CCc1c[nH]c2ccccc12)c1ccccc1
    -6.4	-2.1%	.	-20.6%	6.2%	-18.7%
C#CCOC(=O)c1ccccc1C(=O)N(CC)CC
    30.7	13.8%	-0.3%	?	-7.2%	-2.0%
CC(=O)Nc1ccc(NC(=O)c2ccc(N(C)S(=O)(=O)c3ccc(C)cc3)cc2)cc1
    -8.0	-15.3%	.	0.3%	-11.7%	6.5%
Cc1ccccc1Nc1c(-c2ccncc2)nc2ccc(Br)cn12
    ?	-20.9%	5.8%	?	78.2%[activator]	0.9%
Cc1ccc2cc(CN(C(=O)c3cccnc3)C(C)C)c(=O)[nH]c2c1
    22.4	-7.0%	1.6%	-8.9%	-20.0%	7.1%
CCc1ccc(NC(=O)CC2C(=O)N(c3cccc(C)c3)C(=O)N2Cc2ccc(F)cc2)cc1 (stereo unspecified)
    -8.9	.	.	?	.	-0.4%
COc1ccc([C@H](NC(=O)OC(C)(C)C)C(=O)OC(C)(C)C)cc1
    4.6	-5.6%	.	-0.8%	31.4%	-10.1%
CCCCn1c(N)c(N(CCC(C)C)C(=O)C2CC(=O)N(c3cccc(SC)c3)C2)c(=O)[nH]c1=O (stereo unspecified)
    -1.3	?	.	-4.6%	36.8%	8.8%
CO/N=C/CC(=O)c1ccc([N+](=O)[O-])c(CS(=O)(=O)c2ccc(Cl)cc2)c1
    8.0	2.4%	-7.6%	2.7%	-37.9%	-9.0%
COc1ccc(-c2noc(CCCC(=O)NCc3ccco3)n2)cc1OC
    44.1	19.4%	0.9%	-11.8%	2.5%	39.8µM*

Assay outcomes deposited in PubChem by National Center for Advancing Translational Sciences (NCATS).
